# Bioassay records deposited in PubChem by several laboratories.
# bCat nuc transl: modulators of beta-catenin nuclear translocation, primary screen, imaging, HeLa cells, immunofluorescence, high-content; AID 1665, 2009; hit rate 0.3% among 190,000; nuclear translocation activity, % at 5 µM;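 active means nuclear translocation activity above 50% at 5 µM, with a well cell count of 50 or more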;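 further: per-cell ratio of nuclear to cytoplasmic median beta-catenin stain intensity; plate controls were DMSO negative control for no effect and GSK-3 inhibitor IX positive control for full effect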
#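 Assay system: human HeLa cells, native beta-catenin; doses: 5 µM primary, 0.02–20 µM confirmation; incubation: compound treatment 24 h, 37°C, 5% CO2; technique: fluorescence imaging of beta-catenin antibody stain plus DAPI; measure: % activation, nuclear-to-cytoplasmic median beta-catenin signal ratio per cell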
# Autophagy HCS: autophagy modulators in MEF cells, primary screen, imaging, high-content, MEF GFP-LC3; AID 463193, 2010; MEF GFP-LC3 puncta imaging; test concentration mostly 10 µM; hit rate 0.98% among 190,000; calls only at 10 µM (by protocol);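 active means percentage of spot-positive cells more than 3 SD above its plate mean, without a fluorescence outlier flag or 80% toxicity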;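 further: spot-positive cell cutoff set from DMSO-treated cells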
# Insulin prom up: insulin promoter activators in MIN6 cells, imaging, high-content screening, mouse beta cells; z-score at 5 µM; MIN6 insulin promoter-GFP reporter; active compounds read high; hit rate 0.3% among 190,000; AID 1625, 2009;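 active means z-score above 3 at 5 µM with at least 500 cells counted in the well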
# M17LAP inhibition: P. falciparum M17LAP inhibitors, primary screen, biochemical, fluorogenic H-Leu-NHMec substrate, 1536-well (AID 1619); Leucine aminopeptidase (Plasmodium falciparum (isolate 3D7)); inhibition, % at 30 µM, or IC50 in µM where a hit was titrated; recombinant M17LAP, H-Leu-NHMec fluorogenic kinetic assay; higher % means a stronger effect; hit rate 0.38% among 220,000;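 active means compound inhibiting the enzyme by more than half at any dose during confirmatory dose-response retesting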;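 further: plate controls were full reaction with DMSO carrier for no effect and no enzyme background for full effect; strong numbers were not always called active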
# UTI89 phage lysis: inhibition of K1F phage lysis, E. coli UTI89, bacterial capsule biogenesis inhibitors, alamar blue (AID 488966) | E. coli UTI89 K1F phage lysis, alamar blue, 2 h; higher % means a stronger effect | inhibition, % at 100 µM; hits with a dose series show IC50 in µM | hit rate 0.02% among 340,000;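 active means phage lysis inhibition, versus mean bacterial control, above a set limit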;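 further: capsule biogenesis inhibitors block K1F phage lysis so surviving cells raise fluorescence; higher fluorescence means more inhibition of phage lysis; actives were called in the ten point dose series up to 300 µM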
# Dynein transport: inhibitors of GR-EGFP nuclear translocation, primary screen, dynein cargo transport inhibitor project, imaging, high-content, 3617.4 mouse cells; hit rate 0.47% among 220,000; z-score, hits read low; AID 1381, 2008; test concentration mostly 20 µM; stimulated with dexamethasone, 1 µM; active compounds read low;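 active means plate z-score of nuclear minus cytoplasmic receptor signal below a set negative limit, without overly bright fluorescence or cell loss, cut at about -3.5 in these data, passing the limit was not always enough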;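 further: z-score of nuclear minus cytoplasmic ring GR-EGFP intensity difference per well; some compounds called inactive have numbers as strong as hits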
#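 Also added: dexamethasone, 1.0 µM final. Medium: tet-free, stripped-serum medium. Detection: fixed, Hoechst-stained cells imaged at 10x for EGFP. Read-out: nuclear-to-cytoplasmic GR-EGFP distribution per well. Times: induction 48 h, compound 1 h, agonist 30 min.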
# P. falciparum M1AAP: P. falciparum M1AAP inhibitors, biochemical, fluorogenic H-Leu-NHMec substrate, 1536-well (AID 1445) | Aminopeptidase N (Plasmodium falciparum (isolate 3D7)) | recombinant M1AAP, H-Leu-NHMec fluorogenic kinetic assay; higher % means a stronger effect | inhibition, % at 30 µM, or IC50 in µM where a hit was titrated | hit rate 0.42% among 220,000;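 active means primary inhibition above the hit cutoff, then over 50% inhibition at one or more dose response concentrations, cut at about 23% in these data, passing the limit was not always enough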;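 further: plate controls were DMSO full reaction for no effect and no enzyme background for full effect; strong numbers were not always called active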
# CSM14.1 death rescue: rescue of cells from ER stress-induced death, primary screen, 384-well, CSM14.1, thapsigargin, ATP luminescence (AID 1222); CSM14.1 thapsigargin-induced death rescue, ATP luminescence; higher % means a stronger effect; cellular ATP content (survival), % at 20 µM, or EC50 in µM where a hit was titrated; 190,000 tested, under 10 active;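 active means EC50 below 50 µM in the dose-response confirmation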;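 further: death triggered by thapsigargin at about 15 µM added after 2 h compound pretreatment; cell ATP read after overnight thapsigargin exposure of roughly 18 to 22 hours; normalized against plate controls of thapsigargin alone and 5% DMSO vehicle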
# MT stabilizer: microtubule stabilizers in HeLa cells, primary screen, imaging, high-content imaging; HeLa tubulin immunostaining HCS, 24 h; share of cells brighter than vehicle mean+2SD; % tubulin-high responders, % at 10 µM; hit rate 0.83% among 200,000; AID 2205, 2009;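 active means plate Z-score above 3 for both tubulin-high and condensed-nucleus cell shares, with cell loss under 80%, at 10 µM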;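 further: anti alpha tubulin signal scored within the nucleus-defined area of each cell; some results filed as inactive read as strong as hits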
# Dynein transport cytoplasmic EGFP: recorded beside Dynein transport, whose call it bears; z-score; measured here: cytoplasmic GR-EGFP intensity; active compounds read high
# Dynein transport nuclear GR-EGFP: second read-out of Dynein transport, no call of its own (marks repeat the call); z-score; measured here: nuclear GR-EGFP intensity;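 lower value marks the stronger effect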
# Dynein transport cell count: further read-out of Dynein transport, marked with its call; z-score; measured here: cell count per field
# Insulin prom up cell count: second read-out of Insulin prom up, no call of its own (marks repeat the call); cell count; measured here: cytotoxicity, nuclei count;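 total cells summed across four imaged fields per well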
# bCat nuc transl cell count 5 µM: also measured in bCat nuc transl; calls as there; cell count; measured here: cell count, cytotoxicity flag
# MT stabilizer Hoechst-high %: recorded beside MT stabilizer, whose call it bears; % Hoechst-high responders; measured here: nuclear condensation Hoechst responders;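 share of cells brighter than vehicle mean plus two SD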
# MT stabilizer cytotoxicity %: further read-out of MT stabilizer, marked with its call; toxicity, %; measured here: cytotoxicity by cell density;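 0% = mean cell density of plate MIN control wells and 100% = no cells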
# Autophagy HCS cell loss 18 h: also measured in Autophagy HCS; calls as there; toxicity, %; measured here: cell loss, nuclei count;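 cell loss after 18 h compound exposure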
# Starred values were filed as active, the others as inactive; i = inactive; · = not tested or not shown; + = active, no number; [ ] = dose if it differs, or a comment.
SMILES,bCat nuc transl,bCat nuc transl cell count 5 µM,Autophagy HCS,Autophagy HCS cell loss 18 h,Insulin prom up,Insulin prom up cell count,M17LAP inhibition,UTI89 phage lysis,Dynein transport,Dynein transport cytoplasmic EGFP,Dynein transport nuclear GR-EGFP,Dynein transport cell count,P. falciparum M1AAP,CSM14.1 death rescue,MT stabilizer,MT stabilizer Hoechst-high %,MT stabilizer cytotoxicity %
O=C(NC(=S)Nc1ccc(N2CCOCC2)c(Cl)c1)c1cncc(Br)c1,·,·,i,-17,-0.08,1136,14%,5.4%,-0.36,-0.26,-0.61,0.072,17%,-3.1%,1.7,5.6,8.4
Cc1ccc(SCCC(=O)NC2CC2)cc1,1.0,1582,i,3,0.06,1093,-11%,-0.7%,0.47,-0.083,0.36,-1.5,0%,-0.4%,2.3,1.3,6.1
N#Cc1ccccc1OCC(=O)NC(=O)NCc1ccco1,0.6,1306,·,·,-0.22,998,12%,0.1%,-0.49,-0.82,-0.58,-0.099,-1%,·,·,·,·
CC(=O)c1sc(N/N=C\c2cccc(Br)c2)nc1C,1.6,821,i,5,0.18,1282,12%,3.7%,0.77,0.18,0.68,-0.78,9%,-4.9%,2.9,3.2,1.6
Cc1[nH]c2ccc(CNS(=O)(=O)c3ccc(S(=O)(=O)N4CCOCC4)cc3)cc2c1C,·,·,i,3,0.14,826,-4%,0.2%,0.51,-0.005,0.43,0.43,2%,-1.2%,1.7,1.1,4.8
COc1ccc(OC)c(S(=O)(=O)Nc2ccccc2SC)c1,-1.9,1188,i,4,·,·,-15%,-0.1%,0.22,-0.31,-0.037,1.4,-3%,5.6%,2.5,1.4,5.0
CCCCC(=O)NC(=S)Nc1ccc(Cl)c(C(=O)O)c1,-0.6,1573,i,-2,-0.11,1453,21%,-1.3%,0.12,-0.33,-0.032,0.94,9%,-0.4%,1.9,2.4,2.6
COc1ccc(S(=O)(=O)N[C@H](C(=O)O)C(C)C)cc1,-8.7,831,i,-5,0.45,1366,4%,1.0%,-1.6,1.3,-0.14,2.3,8%,1.3%,6.2,2.7,9.4
COCCCNC(=O)CSc1nc2sc(C(=O)OC)c(C)c2c(=O)n1N,-0.1,1062,i,17,0.6,1273,0%,-0.1%,1.2,-0.23,0.66,-0.66,1%,0.4%,1.7,1.0,7.6
COc1ccc(C(C)(C)C)cc1NC(=O)Cn1cnnn1,8.8,931,i,6,0.29,1174,8%,0.6%,1.7,-0.33,1.1,-0.26,5%,-0.3%,4.0,1.7,9.0
N#C/C(=C\c1ccc[nH]1)C(=O)N1CCCCC1,-1.6,1183,·,·,0.13,1359,16%,·,0.29,-0.094,-0.054,0.1,3%,·,·,·,·
Cc1ccc(C(=S)NCS(=O)(=O)c2ccc(C)cc2)cc1,·,·,i,21,·,·,1%,3.0%,0.091,-0.13,0.59,0.61,7%,-1.8%,2.1,1.7,5.4
O=C1c2cccc3c(N4CCCCC4)ccc(c23)C(=O)N1CCO,2.5,1292,+,-8.8*,0.45,1237,10%,-0.5%,-0.62,0.5,-0.33,0.077,11%,-1.2%,2.8,1.2,0.7
CC(=O)Nc1ccc(Nc2c([N+](=O)[O-])cc(S(C)(=O)=O)cc2[N+](=O)[O-])cc1,-1.6,1102,i,20,-1.4,1336,9%,1.2%[50 µM],2.4,-0.00073,1.4,-1.2,0%,2.8%,12,0.9,1.6
Cn1cnnc1SCCCN1C(=O)c2cccc3cccc(c23)C1=O,-2.7,1164,i,4,-0.33,1616,1%,-1.2%[50 µM],-0.76,-0.19,-0.25,0.84,5%,0.9%,2.2,2.6,3.3
Cc1ccc(S(=O)(=O)CCC(=O)NCc2ccc(Cl)cc2)cc1,0.7,1142,i,-9,-0.04,1510,-1%,2.8%,-0.94,-0.26,-0.3,1.1,4%,-0.7%,7.6,3.0,5.1
Cc1cc(-c2nnc(SCC(=O)c3ccc4c(c3)OCCO4)o2)no1,-0.2,933,i,-4,-0.14,1350,-2%,0.1%,0.36,-0.15,0.22,-0.72,8%,1.4%,3.0,2.8,9.2
CC(C)CC(=O)Nc1ccc(C(=O)NNC(=S)NC(=O)C2CCCCC2)cc1,-1.9,1407,i,-19,-0.74,1417,27%,0.6%,-0.04,-0.21,-0.19,-0.64,-6%,-0.3%,2.5,1.2,0.4
COC(=O)c1cccc(CN2C(=O)SC(Nc3ccc(C)cc3)C2=O)c1 (stereo unspecified),-0.2,1307,·,·,-0.75,1349,3%,1.4%,1.7,-0.15,0.62,-1,9%,·,·,·,·
COCCCNC(=O)Cn1c(=O)n(CCCCCC(=O)NCc2ccc3c(c2)OCO3)c(=O)c2sccc21,-1.6,971,i,14,0.98,1620,-3%,0.1%,0.73,-0.36,-0.26,-0.42,-7%,-2.4%,2.7,3.1,12
CC(C)(C)C(=O)NC(NC(=S)Nc1sc2c(c1C#N)CCCC2)C(Cl)(Cl)Cl (stereo unspecified),-2.2,1286,i,3,-0.01,1571,6%,4.3%,0.3,-0.19,-0.11,0.53,21%,-0.7%,3.0,0.7,8.0
CCCCC1CC1C(=O)Nc1ccc(OC)c(OC)c1 (stereo unspecified),2.1,1000,i,-5,0.15,1160,8%,-0.6%,-0.91,-0.12,-0.11,-0.15,-6%,·,2.9,3.1,9.4
CCOC(=O)c1nnc(-c2ccccc2)nc1NCc1ccccc1,·,·,i,-3,·,·,4%,0.3%,-0.32,-0.22,-0.48,0.27,-4%,3.1%,1.4,1.3,4.8
N#CC(C#N)=c1ccc2c(c1)N1C3=C(CCCC3)CC3CCCCC31N=2 (stereo unspecified),-1.5,1030,i,26,2.5,1768,5%,0.0%,-1.2,0.38,-0.097,0.46,6%,-1.8%,11,3.0,1.1
CC(NC(=S)Nc1ccc(F)cc1)C(c1cccs1)N1CCOCC1 (stereo unspecified),-1.9,1110,i,26,0.17,1410,-5%,5.4%,2,-0.16,1.6,-1.8,2%,-2.8%,2.7,2.1,9.3
COc1ccccc1N1CCN(c2ncnc3c2oc2ccccc23)CC1,74*,685*,i,20,-0.06,1374,13%,0.1%,-0.58,0.51,-0.22,-0.036,10%,2.4%,27*,23*,72*
O=C(/C=C/c1ccc(Cl)cc1)N1CCN(c2ccc(Cl)cc2[N+](=O)[O-])CC1,0.1,1148,i,-10,-0.26,1576,2%,0.1%,-0.68,-0.22,-0.39,0.64,-2%,2.0%,1.3,1.6,7.9
c1ccc(COc2ccc(OCCCn3cncn3)cc2)cc1,0.5,854,i,1,0.45,1142,-11%,3.6%,-0.15,-0.25,-0.044,0.98,3%,-4.7%,2.8,2.6,8.4
COc1ccc(C/C(N)=N/OC(=O)c2ccco2)cc1OC,-1.3,1057,i,-3,-0.02,1368,3%,-0.1%,-0.99,-0.3,-0.69,1.2,2%,-1.2%,3.2,2.3,8.1
Cc1nnc(SCC(=O)N/N=C/c2cn(-c3ccccc3)nc2-c2ccc(F)cc2)n1-c1ccccc1,-3.7,1003,i,18,0.6,1191,0%,0.1%,-0.00028,-0.017,0.37,0.087,10%,2.1%,8.9,6.5,7.5
COc1cc2c(cc1NC(=O)COC(=O)C(CCSC)NC(=O)c1ccccc1Cl)oc1ccccc12 (stereo unspecified),·,·,i,-2,0.23,1247,-9%,2.9%[50 µM],0.29,-0.28,-0.2,-0.56,-1%,-3.4%,4.2,3.3,6.5
CCC(=O)/C=C1\Sc2ccc(OC)cc2N1CCO,-2.5,1168,i,10,·,·,31%,-0.9%,1.7,0.13,1.3,-1.4,10%,5.1%,0.6,18,95
CC1(C(=O)Nc2ccc3ccccc3c2)CC1(Br)Br (stereo unspecified),1.0,1463,i,-6,0.05,1425,2%,0.6%,0.12,-0.23,-0.44,0.79,5%,4.0%,1.2,1.2,4.9
Cc1ccc(CSCCNC(=O)CCSc2ccccc2)cc1,-0.4,1304,i,-4,0.13,1482,1%,2.2%,-0.11,-0.17,-0.071,0.29,-10%,3.3%,2.4,1.7,3.5
CCN1CCCC1CNC(=O)c1cn(C)c2ccc(S(=O)(=O)N3CCCCCC3)cc2c1=O (stereo unspecified),-0.5,1329,i,9,-0.24,1681,15%,-0.4%,-0.42,-0.25,-0.35,0.91,2%,2.4%,5.0,3.2,4.1
COCCN1C(=O)C(O)=C(C(=O)c2cccs2)C1c1ccccc1 (stereo unspecified),·,·,i,13,·,·,6%,3.0%,-0.39,-0.23,-0.38,1.2,10%,4.2%,2.3,1.9,8.9

# The order is random, and some 2.9% of all compounds hit somewhere here.
